Compound activity deposited in PubChem by Sanford-Burnham Center for Chemical Genomics.
CXCR6 block – blocks human CXCR6 beta-arrestin recruitment. O00574. CHO-K1 PathHunter CXCR6 beta-arrestin, luminescence. inhibition, % at 20 µM. 360,000 compounds, 0.36% hits; in the data active means inhibition above about 34%, passing the limit was not always enough;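 further: antagonist mode with CXCL16 agonist at 10 nM final; 0% = 10 nM CXCL16 with DMSO and 100% = unstimulated wells without agonist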
Target sequence (O00574 whole entry, looked up): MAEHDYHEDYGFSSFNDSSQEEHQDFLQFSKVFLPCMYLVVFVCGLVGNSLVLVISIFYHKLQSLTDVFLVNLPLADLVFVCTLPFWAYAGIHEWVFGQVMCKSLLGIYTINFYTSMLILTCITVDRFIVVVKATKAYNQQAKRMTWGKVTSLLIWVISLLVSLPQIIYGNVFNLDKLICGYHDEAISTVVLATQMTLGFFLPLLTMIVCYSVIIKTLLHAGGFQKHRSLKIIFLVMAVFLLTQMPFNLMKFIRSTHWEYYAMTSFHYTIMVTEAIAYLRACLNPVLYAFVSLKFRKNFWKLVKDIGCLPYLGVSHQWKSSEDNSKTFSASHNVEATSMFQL
UBC13 inh – human UBC13 polyubiquitination inhibition; P61088; UBC13 polyubiquitin chain formation, TR-FRET; inhibition, % at 20 µM; 330,000 compounds, 0.47% hits; AID 485273; in the data active means inhibition above about 45%, passing the limit was not always enough
Gli-Sufu antag – blocks Gli-Sufu signaling in a luciferase reporter; inhibition, % at 5 µM; Sufu-KO-LIGHT fibroblasts, Gli luciferase reporter luminescence; AID 588413; 340,000 compounds, 0.74% hits;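 active means inhibition above about 55%, limit read from the data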;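 further: 0% = DMSO-treated cells and 100% = wells with medium but no cells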
APJ agonist – activates the human apelin receptor APJ; P35414; activation, % at 20 µM; 330,000 compounds, 0.11% hits; AID 2520; CHO-K1 APJ PathHunter beta-arrestin, luminescence; 0% DMSO wells, 100% apelin;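 active means activation more than six SD over the plate average, tested at 20 µM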;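 further: 0% = DMSO alone and 100% = apelin-13 at 10 nM; some results filed as inactive read as strong as hits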
Target sequence (P35414 whole entry, looked up): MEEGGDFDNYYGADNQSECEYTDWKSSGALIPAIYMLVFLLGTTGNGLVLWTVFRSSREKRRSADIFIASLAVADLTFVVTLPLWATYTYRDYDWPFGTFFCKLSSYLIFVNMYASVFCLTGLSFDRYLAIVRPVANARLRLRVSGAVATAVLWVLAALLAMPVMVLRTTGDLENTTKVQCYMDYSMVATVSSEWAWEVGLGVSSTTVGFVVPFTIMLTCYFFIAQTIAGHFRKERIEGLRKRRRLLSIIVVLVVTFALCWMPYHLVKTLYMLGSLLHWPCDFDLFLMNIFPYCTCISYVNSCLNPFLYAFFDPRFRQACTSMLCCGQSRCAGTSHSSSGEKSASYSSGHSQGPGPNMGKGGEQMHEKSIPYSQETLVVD
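Test system: CHO-K1 APJ beta-arrestin complementation cell line. Amount: cell density 1000 per well. Controls: DMSO negative, 10 nM Apelin-13 positive. Signal: luminescent beta-gal fragment complementation, chemiluminescent substrate. Read-out basis: agonist-driven arrestin binding to APJ. Timing: compound stimulation 90 min at 25 °C, detection 60 min.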
CCR6 antagonist – CCR6 (human) receptor antagonism; P51684; inhibition, % at 20 µM; 340,000 compounds, 0.49% hits; CHO-K1 CCR6 PathHunter beta-arrestin, luminescence, CCL20-stimulated;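 active means compounds whose inhibition of the agonist-driven luminescence signal at 20 µM reaches about 50%, limit read from the data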;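 further: cells stimulated with CCL20 at 14 nM final; plate controls were DMSO with CCL20 for no effect and DMSO without agonist for full effect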
ATG4B inhibitor – blocks human ATG4B protease cleavage of LC3 substrate; Q9Y4P1; inhibition, % at 8.33 µM; 340,000 compounds, 0.51% hits; AID 504462; ATG4B cleavage of LC3-PLA2, NBD-HPC fluorescence, 1 h; in the data active means inhibition above about 40%
Target sequence (Q9Y4P1 whole entry, looked up): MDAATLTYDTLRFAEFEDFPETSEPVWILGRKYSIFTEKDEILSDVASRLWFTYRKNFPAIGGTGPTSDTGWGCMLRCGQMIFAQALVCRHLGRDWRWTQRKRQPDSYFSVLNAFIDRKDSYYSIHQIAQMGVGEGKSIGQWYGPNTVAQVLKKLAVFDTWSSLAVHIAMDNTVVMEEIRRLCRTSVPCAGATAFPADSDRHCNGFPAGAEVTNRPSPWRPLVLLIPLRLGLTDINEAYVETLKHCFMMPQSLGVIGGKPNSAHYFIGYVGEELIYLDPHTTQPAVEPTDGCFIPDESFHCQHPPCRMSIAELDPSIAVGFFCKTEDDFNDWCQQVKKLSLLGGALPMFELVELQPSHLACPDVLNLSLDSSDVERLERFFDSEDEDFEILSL
APJ antag – blocks the human apelin receptor APJ; inhibition, % at 20 µM; CHO-K1 APJ beta-arrestin complementation, luminescence; 330,000 compounds, 0.32% hits; P35414;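 active means inhibition above about 40% at 20 µM, limit read from the data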;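 further: cells challenged with 10 nM apelin-13 agonist together with compound; plate controls were apelin-13 plus DMSO wells for no effect and DMSO wells lacking apelin-13 for full effect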
EBI2 block – antagonists of human EBI2 receptor | P32249 | EBI2 beta-arrestin recruitment, luminescence, 7a,25-OHC stimulated | inhibition, % at 5 µM | 360,000 compounds, 0.81% hits | AID 651636; in the data active means inhibition above about 38%;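 further: enzyme fragment complementation signal reports receptor beta-arrestin coupling in cells; 0% = agonist plus DMSO wells and 100% = wells without agonist; some results beyond the cut were filed as inactive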
Active calls of the source: *; . = no result given.

SMILES	CXCR6 block	UBC13 inh	Gli-Sufu antag	APJ agonist	CCR6 antagonist	ATG4B inhibitor	APJ antag	EBI2 block
Nc1cccc(S(=O)(=O)NC2=NCCC2)c1	-7	-6	-12	-3	4	-3	-7	-5
CCc1cccc(NC(=O)C2CCN(c3ncnc4sc(C)c(C)c34)CC2)c1	-7	9	5	-1	10	7	7	14
CC(C)(CNC(=O)c1ccc(S(=O)(=O)Nc2cccc(C(F)(F)F)c2)cc1)N1CCOCC1	-8	5	-1	-1	-5	-1	2	-1
CC(=O)N1N=C(c2ccc(C(C)(C)C)cc2)OC1(C)C	-4	5	-6	-3	9	6	14	0
COc1cc(/C=C(\C#N)C(=O)N2CCOCC2)ccc1OCc1ccccc1	9	-9	-1	0	0	-3	-2	40
Cc1ccccc1C(=O)N1CCC(C(=O)Nc2nccs2)CC1	7	-13	-2	-2	6	-4	0	-4
COc1cc(S(=O)(=O)Nc2ccc(Br)cc2)ccc1N	3	5	-6	-1	2	4	-14	-3
Cc1ccc(C(=O)N/N=c2\oc3ccccc3cc2C(N)=O)cc1	8	-8	2	-4	7	-10	16	-4
COc1ccc(-n2nc3c(c2NC(=O)C(C)C)CSC3)cc1	4	2	-3	-3	1	-1	8	2
COc1cccc(C(C(=O)NC2CCCCC2)N(C(=O)c2csnn2)C2CC2)c1 (centres undefined)	-2	2	-14	-1	-4	-2	5	3
CC(C)(C)C1CCc2sc(-c3nnc(CCl)o3)cc2C1 (centres undefined)	3	2	-17	-1	4	-6	-1	1
CC1CN/C(=C\C(=O)c2ccc(Br)cc2)C(=O)N1 (centres undefined)	-9	-3	-87	0	-4	13	9	-10
CCN(CC)S(=O)(=O)c1ccc2c(c1)c(=O)c(C(=O)N1CCc3ccccc3C1)cn2C	2	-2	6	-2	2	-7	-16	-7
O=C(NCCc1cn2ccsc2n1)C1CCCCC1	-8	9	-5	3	-13	-7	-1	-8
CCCC(C)NC(=O)Cn1c(=O)c2c(ncn2CCC(C)C)n(Cc2ccccc2)c1=O (centres undefined)	8	4	6	-3	2	4	2	-7
Cn1c(O)c(C2=c3ccccc3=NC2=O)sc1=Nc1ccc(Cl)cc1	21	-83	15	-4	32	-13	11	11
CC(C)c1ccc(/C=C2\Oc3c(ccc(O)c3CN3CCN(C)CC3)C2=O)cc1	-3	0	18	-4	12	4	5	-2
Clc1ccc(CSc2ccc(-c3ccco3)nn2)cc1	-3	-15	-31	-1	9	-9	-8	-3
CN1CCN(/C(=N\O)c2nonc2N)CC1	-16	-6	8	-2	-1	-6	-23	-8
C=CCc1ccccc1OCC(=O)N/N=C/c1ccccc1OCC	-4	8	-7	0	5	21	1	6
CC(C)c1nnc(NC(=O)C2CCCN2C(=O)Nc2ccccc2F)s1 (centres undefined)	-2	-5	2	-2	10	-6	-10	-1
Cc1cc(=O)oc2cc(OC(C)C(=O)NCC3CCCO3)ccc12 (centres undefined)	4	13	-5	1	-1	-1	3	0
COc1ccc(C(=O)c2c3ccccc3[n+]([O-])n2CCC(N)=O)cc1	-10	-3	-1	3	-9	-10	3	-4
CN(C(N)=S)c1ccccc1	-14	-10	4	1	17	3	6	-13
CN1CCN(CCCNC(=O)Cn2ncc3c4ccccc4n(C)c3c2=O)CC1	-1	3	8	-1	14	-9	-69	2
SMILES	CXCR6 block	UBC13 inh	Gli-Sufu antag	APJ agonist	CCR6 antagonist	ATG4B inhibitor	APJ antag	EBI2 block
Cc1ccc(NC(=O)CCCOc2ccccc2)cc1S(=O)(=O)N1CCOCC1	2	10	0	-2	5	-3	8	5
CC(C)C[C@@H](CO)N(Cc1ccccc1)S(=O)(=O)N(Cc1ccccc1)[C@@H](CO)CC(C)C	-5	-2	0	6	-6	3	-20	6
CC(=O)Nc1cccc(/C(C)=N/NS(=O)(=O)c2ccccc2)c1	6	2	2	-5	-1	6	6	-21
c1ccc(Nc2nc(NCCN3CCOCC3)nc(Nc3ccccc3)n2)cc1	-11	3	22	3	14	-1	-2	10
COCc1cc(C)nc(Nc2ccccc2C)c1C#N	4	-1	-7	-4	1	6	2	5
COc1ccc(NC(=O)NN(C(=O)c2ccccc2)C(C)(C)C)cc1	-1	-13	0	3	10	-5	8	1
Cc1ccc(-c2csc(N)n2)cc1	5	.	-31	.	1	1	.	-9
Cc1ccc(C(=O)NCC(c2ccc(F)cc2)N2CCOCC2)cc1 (centres undefined)	2	-9	-3	-1	7	3	14	-2
Cc1cccc(NC(=O)CSc2cc(C(=O)c3nccn3C)c3ccccc3n2)c1	-3	3	25	-1	0	-1	-1	10
COc1ccc2oc(C(=O)OCC(=O)NCCc3ccccc3)c(C)c2c1	8	14	-7	-5	21	-3	12	15
Nc1nn(-c2cccc(F)n2)cc1-c1ccccc1	-6	1	-85	-2	1	3	-4	5
COc1ccc(-c2cc(N)n(S(=O)(=O)Cc3ccccc3)n2)c(OC)c1	0	-4	8	-3	1	-3	0	-3
COCC(=O)N1CCC(Oc2ccc(C(=O)NC(C)c3nc(C)sc3C)cc2)CC1 (centres undefined)	-2	3	-1	-2	3	-6	-19	-16
CCOC(=O)c1c(NC(=O)c2cccs2)sc(C(=O)N2CCOCC2)c1C	2	24	-4	-4	17	-1	9	8
S=C1N[C@H]2CCCC[C@@H]2N1	-7	-6	-7	1	-2	-3	14	-7
CN(CC(=O)Nc1cccc2c1CCCC2)S(=O)(=O)c1ccccc1	-3	13	-4	-6	9	-8	-15	-21
COc1ccc(NC(=O)CSc2nc(N)c(-c3ccccc3)c(=O)[nH]2)cc1	1	-1	2	0	14	-9	11	-8
O=C1NC(=O)/C(=C/C(=O)N2CCOCC2)S1	-4	2	-3	-2	-2	0	-11	8
COc1cc(CC(=O)NC2CCCc3ccccc32)cc(OC)c1OC (centres undefined)	0	-3	3	-3	-3	-3	0	-1
O=C(NCCCN1CCOCC1)c1cccc(NC(=O)c2ccccc2)c1	-5	.	-14	.	9	0	.	-4
COc1ccccc1N(C)S(=O)(=O)c1ccc(Cl)c(C(=O)NCc2cccnc2)c1	2	2	-1	2	4	-7	17	-3
CN(C)c1ccc(-c2nnc(-c3ccccc3F)o2)cc1	8	11	-68	0	4	-4	18	-1
CCOc1cc(/C=N/NC(=O)Cn2nc([N+](=O)[O-])cc2C)cc(Br)c1OCc1ccccc1F	7	-6	-8	0	19	1	14	21
Cc1ccc(Nc2nc(Cl)c(C=O)s2)cc1Cl	0	-6	-6	-4	19	6	2	-2
C/C(=N\NC(=O)c1ccc(Cl)cc1)c1cccc(NC(=O)C(C)C)c1	-9	3	-6	1	-16	2	13	2

An excerpt from above in order of SMILES length, smallest number first.
SMILES	CXCR6 block	UBC13 inh	Gli-Sufu antag	APJ agonist	CCR6 antagonist	ATG4B inhibitor	APJ antag	EBI2 block
Cc1ccc(-c2csc(N)n2)cc1	5	.	-31	.	1	1	.	-9
COCc1cc(C)nc(Nc2ccccc2C)c1C#N	4	-1	-7	-4	1	6	2	5
c1ccc(Nc2nc(NCCN3CCOCC3)nc(Nc3ccccc3)n2)cc1	-11	3	22	3	14	-1	-2	10
CCOc1cc(/C=N/NC(=O)Cn2nc([N+](=O)[O-])cc2C)cc(Br)c1OCc1ccccc1F	7	-6	-8	0	19	1	14	21

Next records follow:
SMILES	CXCR6 block	UBC13 inh	Gli-Sufu antag	APJ agonist	CCR6 antagonist	ATG4B inhibitor	APJ antag	EBI2 block
O=C(COC(=O)c1cn(-c2ccccc2)nc1-c1ccccc1)Nc1ncc(Cl)cc1Cl	2	-8	12	-5	18	-1	-10	8
O=C(COC(=O)c1ccc(F)c(S(=O)(=O)N2CCOCC2)c1)Nc1ccc2c(c1)OCO2	-3	-1	-9	8	12	-1	21	-2
O=C(CNC(=S)N(Cc1ccccc1F)C1CCCCC1)NCCN1CCOCC1	2	3	-3	-2	6	-7	-14	-4
Cc1c(C(=O)NC(C)c2ccccc2)c(-c2ccccc2)nn1-c1ccccc1 (centres undefined)	-10	3	7	-2	1	-5	14	-12
COc1ccc(NC(=O)CSc2nnnn2C)cc1	-5	-5	-2	0	-6	-10	-41	-8
COC(=O)C1CSc2[nH]c(=O)sc2C1c1ccc(OC)c(OC)c1 (centres undefined)	7	-3	-5	-5	-1	5	-4	-4
CCCOc1ccc(C(=O)Nc2nc(C)c(Cc3ccc4c(c3)OCO4)s2)cc1	-1	18	-39	5	-7	14	6	-7
CC(C)c1ccc(OCC(=O)NC(Cc2c[nH]c3ccccc23)C(=O)O)cc1 (centres undefined)	-10	-3	-7	-4	14	6	5	-3
Cc1sc2ncnc(N3CCC(C(=O)Nc4cc(Cl)ccc4Cl)CC3)c2c1C	-12	-5	2	-1	-6	14	10	3
CCCN1CCC(=O)N([C@H](COc2ccccc2)Cc2ccccc2)CC1	-7	12	-14	4	3	1	22	5
Cc1ccc(C2CC(=O)Nc3cc4c(cc32)OCO4)o1 (centres undefined)	4	3	-3	-3	-6	-2	16	2
Cc1ccc(S(=O)(=O)Cc2ccc(C(=O)N3CCN(c4cc(C)ccc4C)CC3)o2)cc1	0	.	3	.	14	-3	.	16
COc1ccc(NC(=O)N(C)C[C@H]2Oc3c(NS(=O)(=O)c4cn(C)cn4)cccc3C(=O)N([C@H](C)CO)C[C@@H]2C)cc1	-1	2	-5	-3	8	-7	11	-1
CCCCSc1ncnc2c1ncn2C1CCCCO1 (centres undefined)	-5	.	-81	.	8	1	.	-14
CC1(C)NC(=O)N(CC(O)CN2C(=O)NC(C)(C)C2=O)C1=O	1	-5	-5	2	7	-1	7	-5
C/C(=N/NC(=O)CNC(=O)COc1ccccc1)c1ccco1	9	3	-8	-8	11	-2	4	-5
COc1cc(OC)cc(C(=O)Nc2cccc3nc(C)ccc23)c1	-2	4	9	-1	0	2	-9	-6
CC(C)Cn1c(N)c(C(=O)CSc2nc3ncc(Cl)cc3[nH]2)c(=O)n(C)c1=O	-1	-8	36	13	-3	7	-14	-9
CC(=O)Nc1ccc(S(=O)(=O)Nc2nccs2)cc1	1	2	2	2	-3	6	11	2
O=C(NCCNS(=O)(=O)c1cccc(C(F)(F)F)c1)c1cc(OCC(F)(F)F)ccc1OCC(F)(F)F	7	-11	-3	5	7	2	1	-1
Cc1cc(C)n(-c2nnc(C)n2/N=C/c2cc(Br)ccc2OCc2ccccc2)n1	7	2	8	-1	24	-6	-20	2
Nc1cc(N)nc(SCC(=O)c2ccc3c(c2)NC(=O)CO3)n1	3	4	3	-5	-3	-6	1	-7
COC(=O)C1CC2=C(CCCC2=O)N(Cc2ccccc2)C1=O (centres undefined)	-8	.	-4	.	0	10	.	-2
Cc1ccc(C(=O)CNc2cc(C)ccc2C)cc1	32	-6	0	-16	73*	3	43*	21
O=C(CCS(=O)(=O)c1ccccc1)N1CCN(c2cccc(C(F)(F)F)c2)CC1	-2	3	5	3	4	5	-2	-10
SMILES	CXCR6 block	UBC13 inh	Gli-Sufu antag	APJ agonist	CCR6 antagonist	ATG4B inhibitor	APJ antag	EBI2 block
Cc1cc(=O)c(C(=O)Nc2cccc(N3CCCC3=O)c2)nn1-c1ccccc1Cl	1	-9	-5	-3	-2	-7	3	-12
CC(O)[C@H]1CC[C@H]2[C@@H]3CC[C@H]4C[C@H](O)CC[C@]4(C)[C@H]3[C@H](O)C[C@]12C (some centres undefined)	-6	0	-3	2	1	1	9	2
CCn1c(SCC(=O)N/N=C/c2c[nH]c3ccccc23)nnc1-c1ccc(C(C)(C)C)cc1	-5	-11	8	-9	-7	-13	-27	12
O=C(COC(=O)c1ccccc1O)Nc1cccnc1Cl	-8	3	-13	-4	-1	-10	5	-11
O=C1CSC(c2ccccc2)N1CC(O)c1ccc([N+](=O)[O-])cc1 (centres undefined)	1	4	6	0	17	-12	7	-2
c1ccc(-c2cn(C[C@H]3CC[C@@H]([C@@H]4CC[C@H](Cn5cc(-c6ccccc6)nn5)O4)O3)nn2)cc1	-4	6	10	-4	17	-2	-3	10
CN(C)S(=O)(=O)c1ccc2c(c1)C(CC(=O)O)OC2=O (centres undefined)	11	3	2	3	6	-3	4	0
